Assay outcomes as filed in PubChem.
AHR act – activators of human aryl hydrocarbon receptor; P35869; AHR-responsive luciferase reporter cells, luminescence; activation, % at 5 µM; 2.5% of 320,000 active; in the data active = activation above about 47%;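 also: 0% = vehicle wells and 100% = reference agonist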
Target sequence (P35869 whole entry, looked up): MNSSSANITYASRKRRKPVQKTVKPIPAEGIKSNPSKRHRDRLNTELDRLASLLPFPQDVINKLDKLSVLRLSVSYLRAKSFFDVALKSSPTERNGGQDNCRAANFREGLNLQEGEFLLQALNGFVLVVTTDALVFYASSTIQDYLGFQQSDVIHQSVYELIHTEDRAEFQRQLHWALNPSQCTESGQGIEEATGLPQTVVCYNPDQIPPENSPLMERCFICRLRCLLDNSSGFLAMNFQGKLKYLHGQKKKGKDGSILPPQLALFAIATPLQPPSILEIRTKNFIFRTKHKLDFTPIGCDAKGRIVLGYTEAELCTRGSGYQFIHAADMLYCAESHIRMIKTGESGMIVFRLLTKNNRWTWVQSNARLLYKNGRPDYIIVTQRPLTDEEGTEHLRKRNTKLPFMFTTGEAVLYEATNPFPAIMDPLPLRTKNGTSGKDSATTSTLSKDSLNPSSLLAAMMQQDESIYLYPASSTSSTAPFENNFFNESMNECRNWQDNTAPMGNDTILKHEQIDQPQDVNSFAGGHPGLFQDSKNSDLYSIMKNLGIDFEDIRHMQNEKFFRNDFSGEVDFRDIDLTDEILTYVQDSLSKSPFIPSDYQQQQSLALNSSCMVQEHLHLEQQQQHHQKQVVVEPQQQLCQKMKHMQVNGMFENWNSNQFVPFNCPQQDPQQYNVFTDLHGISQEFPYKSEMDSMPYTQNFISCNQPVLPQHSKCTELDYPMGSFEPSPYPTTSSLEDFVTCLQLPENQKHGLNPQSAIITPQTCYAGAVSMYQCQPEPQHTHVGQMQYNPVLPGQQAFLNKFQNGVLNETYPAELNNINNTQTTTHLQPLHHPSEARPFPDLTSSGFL
The depositor's hits bear a star. Some of the compounds tested; the hit share may differ from the screen's.

SMILES	AHR act
Nc1ccccc1C#Cc1ccccc1	21
O=C(Cn1cncn1)N/N=C/c1cccc2ccccc12	70*
COC(=O)[C@@]1(Cc2ccc(OC)cc2)[C@H]2c3cc(C(=O)N(C)C)n(Cc4ccc(OC(F)(F)F)cc4)c3C[C@H]2CN1C(=O)c1ccccc1	4
CN(C)/C=N/c1cc(=O)[nH]c(=O)n1Cc1ccccc1	-2
O=C(Cc1ccccc1)N[C@@H](Cc1ccccc1)C(=O)O	2
Brc1ccccc1-n1nnc(-c2ccnc3ccccc23)n1	8
Nc1ccccc1C(=O)/C=C/c1ccc2c(c1)OCO2	12
COC(=O)[C@H](Cc1ccccc1)NC(=O)O[C@H]1C(=O)c2ccc(OC)cc2O[C@@H]1c1ccc2c(c1)OCO2	15
Cn1c2c(c3ccccc31)CCN=C2c1ccccc1	11
COC(=O)C/C=C/[C@@H](C)[C@@H](/C=N/OC[C@H]1O[C@H](c2ccccc2)C=C[C@@H]1Oc1ccc(OC)cc1)OC	0
COc1ccc(-c2csc(NC(C)c3nc4cc(Cl)c(N5CCCCC5)cc4n3CCOCCO)n2)cc1 (stereo not given)	5
O=C(O)C1=C[C@H](c2csc3ccccc23)C[C@H](OCCCCO)O1	4
Cc1ccc(S(=O)(=O)N2CCC(=O)N(C(COCc3cccc(Cl)c3)Cc3ccccc3)CC2)cc1 (stereo not given)	-2
CC(C)(C)OC(=O)N1CCC2(CC1)Oc1ccc(F)cc1C(=O)C21CC(c2ccccc2)=NO1 (stereo not given)	0
COC(=O)[C@@]12CCCN1[C@H](c1ccc(-c3ccc(OC)cc3)cc1)[C@@H]1C(=O)N(C)C(=O)[C@@H]12	6
C[C@@H]1C=C(C(=O)N2CCOCC2)O[C@H](OCc2ccc(CO)cc2)C1	2
NC(=O)CC[C@@H]1NC(=O)[C@H](CO)NC(=O)c2cc([N+](=O)[O-])cc(I)c2NCCCC[C@@H](C(N)=O)NC(=O)[C@H](Cc2ccc(O)cc2)NC1=O	4
OCC[C@H]1C[C@@H](O)[C@H](O)[C@]2(CCCO2)O1	0
O=C1c2ccccc2S(=O)(=O)c2cc(N3CCN(c4ccccn4)CC3)ccc21	3
CC(C)[C@H]1CN=C2N(CCNC(=O)CCC3CCCCC3)[C@H](Cc3ccc(O)cc3)CN21	0
COc1ccc(C(CC(=O)N2CCCCC2)c2c(OC)cc(OC)c3ccc(=O)oc23)cc1 (stereo not given)	2
COc1ccc(COc2cc(-c3cccc(OC)c3)nc3ccc(NC(=O)c4ccc(N(C)C)cc4)cc23)cc1	14
Cc1c(OCc2ccccc2)cccc1OCc1ccccc1	-5
COc1ccc(SCc2noc(C(=O)NCC3CCCO3)c2C(=O)O)cc1 (stereo not given)	0
CCCC[C@@H]1C[C@H]1[C@@H](NC(=O)c1ccco1)c1ccc(Cl)cc1	2
CC(C)(C)OC(=O)NCCCC[C@@H](C(=O)N1CCN(C(=O)OC(C)(C)C)CC1)n1cc(C(CO)NC(=O)OC(C)(C)C)nn1 (stereo not given in full)	0
CCOC(=O)[C@H]1[C@H]2COc3ccc(OC)cc3[C@@H]2N2C(=O)c3cc(OC)c(OC)cc3NC(=O)[C@@]12C	4
CC(C)(C)[C@H]1C=C(C(=O)N2CCOCC2)O[C@@H](OCCCCO)C1	1
COC(=O)[C@@]1(Cc2ccc(F)cc2)[C@H]2c3cc(C(=O)N(C)C)n(CCc4ccc(OC)c(Br)c4)c3C[C@H]2CN1C(=O)c1ccccc1	0
CC(C)(C)OC(=O)N1CCC(CC2CC(c3ccncc3)=NO2)(C(=O)O)CC1 (stereo not given)	2
CCC1=C(OC(=O)N(CC)CC)N2C(=O)OC(=NCc3ccccc3)[C@]2(C)[C@H]2C1=CC[C@H]1C(=O)N(CC)C(=O)[C@H]12	4
CC(C)c1ccc(SCc2noc(C(=O)NCC3CCCO3)c2C(=O)O)cc1 (stereo not given)	-1
C=CCOC(=O)C1=C[C@@H](c2ccc(C(F)(F)F)cc2)C[C@@H](OCc2ccc(CO)cc2)O1	1
Cc1csc(NC(C)c2nc3cc(C(F)(F)F)ccc3n2CCCO)n1 (stereo not given)	28
CCCNC(=O)c1ccc(N2CCC3(CC2)CC(c2cccc(Br)c2)=NO3)c(NC(=O)c2ccc(Cl)c([N+](=O)[O-])c2)c1	-1
O=C(O)C1=C[C@@H](c2csc3ccccc23)C[C@@H](OCCCCO)O1	2
COc1ccc(C2/C=C\CN(CC(C)C)CC(=O)N2Cc2ccc(F)cc2)cc1 (stereo not given)	3
COC(C/C=C/C(=O)[C@@H](C)OCc1ccccc1)OC	2
c1ccc(Cn2cc(CSc3ccccc3)nn2)cc1	14
C#CCNC(=O)C1=C[C@H](c2coc3ccccc3c2=O)C[C@H](OCCCCO)O1	20
CC(C)C(=O)NC(=O)[C@@H]1CCCN1C(=O)/C=C/c1ccccc1	5
CC[C@@H]1CC=C[C@H]2[C@H]1C(=O)N(Cc1ccccc1)[C@H]2c1ccoc1	5
COc1cc(O)c(C(CCN2CCCCC2)c2cc(OC)c(OC)c(OC)c2)c(OC)c1 (stereo not given)	0
C#Cc1ccc([C@@H]2C=C(C(=O)N3CCOCC3)O[C@H](OCc3ccc(CO)cc3)C2)cc1	7
O=C(NCC1CC1)c1cc(-c2ccccc2)nn1CC1CC(c2cccc([N+](=O)[O-])c2)=NO1 (stereo not given)	2
C=C1CCN(C(Cc2ccccc2)C(=O)OC)S(=O)(=O)c2ccc(F)cc21 (stereo not given)	-1
CC(C)(C)[C@H]1C=C(C(=O)N2CCN(Cc3ccc4c(c3)OCO4)CC2)O[C@@H](OCc2ccc(CO)cc2)C1	0
CN(C(=O)OC(C)(C)C)c1ccc(-c2nc3ccccc3s2)cc1	11
COc1ccc2c(c1)C(=O)N1[C@H]3c4cc(C)ccc4OC[C@@H]3[C@H](c3ccccc3)[C@]1(C)C(=O)N2	2
CCOC(=O)CCCCCNC(=O)c1ccc(F)cc1F	4
C[C@H]1CC[C@@]2(O[C@@H](CCO)C[C@@H](O)[C@@H]2O)O1	-1
Cc1ccc(C2=NOC(c3nnc(-c4ccccc4)o3)C2)cc1 (stereo not given)	-1
CC1=C(C(=O)OCc2ccccc2)C(c2ccc(C(C)(C)C)cc2)NC(=O)N1CCCCCC(=O)O (stereo not given)	-2
CC(C)C[C@H](NC(=O)c1nc[nH]c1C(=O)NC1CCN(C(=O)OC(C)(C)C)CC1)C(=O)OC(C)(C)C	2
COc1ccc2c(c1)[C@H]1[C@H](CO2)[C@H](c2ccccc2)[C@]2(C)C(=O)Nc3cc(F)c(F)cc3C(=O)N12	2
CCO[C@@H]1OC(C(=O)NCc2ccccc2)=C[C@H](c2cn(C(C)=O)c3ccccc23)[C@H]1CCCO	8
CCOc1ccc2c(c1)OC1(CCC(C)C1)CC2=O (stereo not given)	2
CCOC(=O)[C@H]1[C@H]2COc3ccccc3[C@@H]2N2C(=O)c3cc(C)ccc3NC(=O)[C@@]12C	-1
CC(C)C[C@@H]1NC(=O)[C@H](C(C)C)NC(=O)c2cc([N+](=O)[O-])cc(I)c2NCC[C@@H](C(N)=O)NC1=O	1
O=c1ccn(Cc2ccccc2)cc1	0
Additional structures:
SMILES	AHR act
O=C1C=C(c2cccnc2)CCC1	5
CC(C)NC(=O)c1onc(CSc2ccc(F)c(F)c2)c1C(=O)O	-2
COc1ccc(C2/C=C\CNCC(=O)N2Cc2ccc(F)cc2)cc1 (stereo not given)	1
COC(=O)C1NC(=O)N2C(C(=O)OC)C(C)(C)S[C@H]12 (stereo not given in full)	8
CC(C)(C)[C@H]1C=C(C(=O)N2CCN(Cc3ccccc3)CC2)O[C@@H](OCc2ccc(CO)cc2)C1	3
C#CCOCCOCCOCCNc1nc(N2CCN(C(=O)C(Cc3cc4ccccc4[nH]3)n3cc(C(N)C(C)CC)nn3)CC2)nc(N2CCN(C(=O)C(Cc3cc4ccccc4[nH]3)n3cc(C(N)C(C)CC)nn3)CC2)n1 (stereo not given)	7
C=CCNC(=O)c1onc(CSc2ccc(Cl)cc2)c1C(=O)O	-1
COc1ccc2oc3ccccc3c(=O)c2c1	-1
Cc1ccccc1COC[C@H](CC(C)C)N1CCN(C(=O)c2cccc(C(F)(F)F)c2)CCC1=O	0
N[C@@H](Cc1ccc(O)cc1)c1nnc([C@H](CO)NC(=O)C2CCNCC2)o1	-1
O=C(NCc1ccccc1)C1=C[C@H](c2ccc(C(F)(F)F)cc2)C[C@H](OCc2ccc(CO)cc2)O1	-1
O=C(O)c1cc(C(F)(F)F)nc2ccccc12	-1
COc1cc(C(CCN2CCCC2)c2c(OC)cc(OC)c3c(C)cc(=O)oc23)cc(OC)c1OC (stereo not given)	1
COCCNC(=O)c1onc(CSc2ccccc2C)c1C(=O)O	1
O=C(NCc1cccc(C(F)(F)F)c1)c1cc(-c2ccccc2)nn1CC1CC(c2cccnc2)=NO1 (stereo not given)	6
Cc1ccc(S(=O)(=O)N2CCC(=O)N(CCOC(=O)Nc3ccccc3C)CC2)cc1	4
CCOC(=O)[C@H]1[C@H]2COc3ccccc3[C@@H]2N2C(=O)c3ccc(C)cc3NC(=O)[C@@]12C	1
C#CCOCCOCCOCCNc1nc(N2CCN(C(=O)[C@H](C)n3cc(CCCN=C(N)N)nn3)CC2)nc(N2CCN(C(=O)[C@H](C)n3cc(CCCN=C(N)N)nn3)CC2)n1	4
CCC1=C(OC(=O)N(CC)CC)N2C(=O)OC(=NCC3CC3)[C@]2(C)[C@H]2C1=CC[C@H]1C(=O)N(CC)C(=O)[C@H]12	6
O=C(N[C@@H](Cc1ccc(O)cc1)C(=O)O)C(c1ccccc1)c1ccccc1	0
CC1(c2nnc(Cc3ccccc3)o2)CC(c2c(Cl)cccc2Cl)=NO1 (stereo not given)	6
C#CCOCCOCCOCCNc1nc(N2CCN(C(=O)[C@H](CCCCN)n3cc(CCCC)nn3)CC2)nc(N2CCN(C(=O)[C@H](CCCCN)n3cc(CCCC)nn3)CC2)n1	0
O=C(NCc1cc(C(F)(F)F)cc(C(F)(F)F)c1)C1CC(c2ccccc2C(F)(F)F)=NO1 (stereo not given)	2
CN1CCC(=O)N(CCSc2ccc(Br)cc2)CC1	4

For reference, part of the list above.
SMILES	AHR act
Cc1ccccc1COC[C@H](CC(C)C)N1CCN(C(=O)c2cccc(C(F)(F)F)c2)CCC1=O	0
N[C@@H](Cc1ccc(O)cc1)c1nnc([C@H](CO)NC(=O)C2CCNCC2)o1	-1
O=C(NCc1ccccc1)C1=C[C@H](c2ccc(C(F)(F)F)cc2)C[C@H](OCc2ccc(CO)cc2)O1	-1
O=C(O)c1cc(C(F)(F)F)nc2ccccc12	-1
COc1cc(C(CCN2CCCC2)c2c(OC)cc(OC)c3c(C)cc(=O)oc23)cc(OC)c1OC (stereo not given)	1
COCCNC(=O)c1onc(CSc2ccccc2C)c1C(=O)O	1
O=C(NCc1cccc(C(F)(F)F)c1)c1cc(-c2ccccc2)nn1CC1CC(c2cccnc2)=NO1 (stereo not given)	6
Cc1ccc(S(=O)(=O)N2CCC(=O)N(CCOC(=O)Nc3ccccc3C)CC2)cc1	4
CCOC(=O)[C@H]1[C@H]2COc3ccccc3[C@@H]2N2C(=O)c3ccc(C)cc3NC(=O)[C@@]12C	1
C#CCOCCOCCOCCNc1nc(N2CCN(C(=O)[C@H](C)n3cc(CCCN=C(N)N)nn3)CC2)nc(N2CCN(C(=O)[C@H](C)n3cc(CCCN=C(N)N)nn3)CC2)n1	4
CCC1=C(OC(=O)N(CC)CC)N2C(=O)OC(=NCC3CC3)[C@]2(C)[C@H]2C1=CC[C@H]1C(=O)N(CC)C(=O)[C@H]12	6
O=C(N[C@@H](Cc1ccc(O)cc1)C(=O)O)C(c1ccccc1)c1ccccc1	0
CC1(c2nnc(Cc3ccccc3)o2)CC(c2c(Cl)cccc2Cl)=NO1 (stereo not given)	6

The list goes on.
SMILES	AHR act
CCCNC(=O)C1(CC2CC(c3ccccc3)=NO2)CCN(C(=O)CCCCCBr)CC1 (stereo not given)	-1
C#CCSc1nnc(C)c(C)n1	2
O=C(NCC1CC1)[C@]1(C(F)(F)F)C[C@H](CCC2CCCCC2)CCCO1	2
CCCCCC(=O)Nc1nc(C)c(-c2csc(Nc3ccccc3OCC)n2)s1	67*
Cc1cc(Cn2nc(C(=O)NCC3CC3)cc2-c2ccccc2)on1	-1
Clc1ncccc1-c1nnn(-c2ccccc2Br)n1	-3
O=C(NCc1ccccc1)C12CN(Cc3ccccc3)CC1C(c1cccc([N+](=O)[O-])c1)=NO2 (stereo not given)	1
COC(=O)C1=C(C)N(CCCC(=O)O)C(=O)NC1c1ccccc1OS(=O)(=O)c1ccc([N+](=O)[O-])cc1 (stereo not given)	0
Cc1ccc(Cl)cc1Nc1nc(-c2sc(NC(=O)c3ccco3)nc2C)cs1	28
COC(=O)[C@@]1(Cc2ccc(F)cc2)[C@H]2c3cc(C(=O)N(C)C)n(CCSCCO)c3C[C@H]2CN1C(=O)c1ccccc1	-1
C#Cc1ccc([C@H]2C=C(C(=O)OCC=C)O[C@@H](OCCCCO)C2)cc1	49*
CC(=O)Nc1ccc(SC[C@H](Cc2ccccc2)N2CCN(CCc3ccccc3)CCC2=O)cc1	35
CCCCCCCNC(=O)C1(CC2CC(c3cccc(Br)c3)=NO2)CCN(C(=O)c2cc(OCC)c(OCC)c(OCC)c2)CC1 (stereo not given)	-1
O=C(C1=C[C@H](c2coc3ccccc3c2=O)C[C@H](OCc2ccc(CO)cc2)O1)N1CCN(Cc2ccccc2)CC1	0
CCC(=O)OC1(C)C(=O)C=C2C=C(C3CC3)OC=C2C1=O (stereo not given)	0
Cc1ccc(-c2ccc(C(=O)NCc3ccccc3)o2)c2ccccc12	19
Cc1onc(-c2ccccc2)c1C(=O)N/N=C/c1ccccc1OC(C)C	7
O=C(C1=C[C@H](c2ccccc2)C[C@H](OCc2ccc(CO)cc2)O1)N1CCOCC1	1
NC(=O)[C@@H]1CCCNc2c(F)cc([N+](=O)[O-])cc2C(=O)N[C@@H](CO)C(=O)NCC(=O)N1	-3
OCC[C@@H]1C[C@@H](O)[C@H](O)[C@]2(CCCCO2)O1	0
COC(=O)[C@H]1C[C@H]1[C@@H](NC(=O)c1cccnc1)c1ccccc1	-1
Cn1c(N)c(C(=O)CCl)c(=O)n(Cc2ccccc2)c1=O	2
